# Assay outcomes from PubChem BioAssay.
# SUMO Mot1 rescue: yeast Mot1-301 growth rescue at high temperature, primary screen, SUMOylation pathway inhibitor project, S. cerevisiae, ATP luminescence, 38.5C | hit rate 1% among 320,000 | growth rescue, % at 18.8 µM | S. cerevisiae Mot1-301 growth rescue; percent above DMSO median, 100 means doubled;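 active means every valid replicate shows activation above 250% relative to neutral control wells; inactive means the rest, any valid replicate at or below 250%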;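 further: OY570 slx delta 5 strain wells were the positive control but not used for scaling; some compounds called inactive have numbers as strong as hits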
# PKA-R1A activ: activators of PKA-R1A holoenzyme, primary screen, biochemical, fluorescence polarization, Cy5-IP20, bovine R1A, mouse PKAc; cAMP-dependent protein kinase type I-alpha regulatory subunit (Bos taurus) + …; PKA-R1A dissociation; scaled: DMSO 0%, 113 µM cGMP 100%; activation, % at 11.4 µM; hit rate 0.083% among 340,000; AID 504707, 2011;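 active means percent activation above the mean of all tested compounds plus 3 SD, cut at about 19% in these data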;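 further: higher means more PKAc released from R1A so a rise in polarization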
# Tat export inh: E. coli Tat export inhibitors, primary screen, MC4100, TorA-mCherry reporter, fluorescence, single point; hit rate 0.036% among 340,000; inhibition, % at 10 µM;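 active means mean replicate inhibition at least 50% and at least half of replicates individually reaching 50%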;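 further: exported cargo escapes ClpAP degradation while cytoplasmic cargo is degraded and loses fluorescence; 0% = median of neutral control wells and 100% = median of NaSCN control wells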
# HTR5A ag: HTR5A agonists in luminescence cell assay, primary screen, counter-screen for OPRM1-OPRD1 heterodimer agonist project, full-deck HTS; hit rate 0.61% among 340,000; activation, % at 9.3 µM; AID 504692, 2011; cell-based; 5-hydroxytryptamine receptor 5A (Homo sapiens), P47898; in the data active means activation mostly above about 9.5%, no sharp cut-off; inactive means mostly below about 7.6%;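 further: 0% = cells with vehicle only and 100% = reference agonist; strong numbers were not always called active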
# PKA-R2B act: activators of PKA-R2B holoenzyme, primary screen, biochemical, fluorescence polarization, Cy5-IP20, human; hit rate 0.079% among 340,000; cAMP-dependent protein kinase catalytic subunit beta (Homo sapiens) + cAMP-dependent …; PKA-R2B holoenzyme dissociation; R2B truncated from residue 108, S112A mutant; 0% DMSO only, 100% 113 µM cGMP; activation, % at 11.4 µM;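 active means activation above a cutoff set at the mean over all compounds plus 3 SD, cut at about 18% in these data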;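 further: higher means more holoenzyme dissociation and a rise in polarization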
# Target sequence (P31323 whole entry, looked up, other chains not shown, the tested form may be a part): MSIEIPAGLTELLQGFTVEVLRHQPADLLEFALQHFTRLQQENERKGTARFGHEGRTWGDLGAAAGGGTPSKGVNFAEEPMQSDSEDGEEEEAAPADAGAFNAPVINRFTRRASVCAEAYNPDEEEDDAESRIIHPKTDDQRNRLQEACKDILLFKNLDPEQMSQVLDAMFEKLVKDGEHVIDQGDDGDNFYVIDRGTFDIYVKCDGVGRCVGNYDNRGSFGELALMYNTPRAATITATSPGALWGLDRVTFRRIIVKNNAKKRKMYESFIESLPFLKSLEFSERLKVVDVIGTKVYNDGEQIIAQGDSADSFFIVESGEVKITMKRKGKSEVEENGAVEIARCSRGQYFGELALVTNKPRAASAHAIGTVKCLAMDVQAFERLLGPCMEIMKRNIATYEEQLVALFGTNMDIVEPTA
# CDK5 inh: inhibitors of human CDK5/p35 kinase, primary screen, biochemical, single concentration; Cyclin-dependent kinase 5 (Homo sapiens) + Cyclin-dependent kinase 5 activator 1 (Homo …; Recombinant CDK5/p35, ADP-Glo luminescence, 60 min; inhibition, % at 10 µM; hit rate 0.01% among 330,000;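 active means highest replicate inhibition of at least 50% and at least 75% of replicates reaching 50%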;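 further: plate controls were DMSO neutral control for no effect and GW8510 at 10 µM for full effect; many of its hits are not listed in these tables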
# HTR5A inv ctr: HTR5A inverse agonists in luminescence cell assay, primary screen, counter-screen for OPRM1-OPRD1 heterodimer inverse agonist project, full-deck HTS. AID 504634, 2011. HTR5A cell line, inverse agonism. inhibition, % at 9.3 µM. hit rate 0.083% among 340,000; in the data active means inhibition mostly above about 23%, no sharp cut-off; inactive means mostly below about 18%;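 further: 0% = cells with DMSO and 100% = no-cell wells with DMSO; some compounds called inactive have numbers as strong as hits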
# DAGLB inhibitor: DAGLB lipase inhibitors, primary screen, biochemical, fluorescence, HTS; inhibition, % at 5.17 µM; Diacylglycerol lipase-beta (Homo sapiens), Q8NCG7; AID 504411, 2011; hit rate 0.059% among 340,000; HEK293T DAGLB membrane lysate, EnzChek fluorogenic substrate; in the data active means inhibition above about 34%;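 further: 0% = enzyme with vehicle and 100% = wells lacking enzyme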
# Target sequence (Q8NCG7 whole entry, looked up): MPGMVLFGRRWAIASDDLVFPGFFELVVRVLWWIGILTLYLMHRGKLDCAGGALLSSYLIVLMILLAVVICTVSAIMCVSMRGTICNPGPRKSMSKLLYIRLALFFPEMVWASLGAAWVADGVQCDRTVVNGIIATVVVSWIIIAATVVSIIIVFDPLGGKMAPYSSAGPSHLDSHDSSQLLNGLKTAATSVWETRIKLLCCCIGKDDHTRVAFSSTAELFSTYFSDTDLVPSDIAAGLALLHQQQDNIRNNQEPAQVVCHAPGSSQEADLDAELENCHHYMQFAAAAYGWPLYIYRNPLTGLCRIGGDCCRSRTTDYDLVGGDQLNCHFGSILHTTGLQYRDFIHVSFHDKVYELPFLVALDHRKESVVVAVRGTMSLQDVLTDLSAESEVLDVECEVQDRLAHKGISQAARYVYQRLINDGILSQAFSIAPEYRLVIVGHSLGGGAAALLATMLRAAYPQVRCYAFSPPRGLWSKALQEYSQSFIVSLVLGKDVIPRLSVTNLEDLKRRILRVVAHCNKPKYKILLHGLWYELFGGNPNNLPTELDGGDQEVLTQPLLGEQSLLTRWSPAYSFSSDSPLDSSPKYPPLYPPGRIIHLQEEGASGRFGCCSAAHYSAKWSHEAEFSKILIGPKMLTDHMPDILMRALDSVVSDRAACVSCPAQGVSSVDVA
# phage Ecoli inh: growth loss of phage-infected E. coli, primary screen, RecBCD inhibitor project, absorbance, with phage, HTS. hit rate 0.26% among 360,000. inhibition, % at 11.9 µM; in the data active means inhibition above about 11%
# Ecoli viability: E. coli V3065 growth inhibition, primary screen, counter-screen for AddAB inhibitor project, absorbance, OD600. hit rate 0.27% among 330,000. 18 h. inhibition, % at 11.9 µM. AID 449728, 2010;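 active means inhibition above the campaign's mean inhibition across all tested compounds plus 3 SD, cut at about 9.9% in these data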;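 further: uninfected addAB+ strain grown without phage in ampicillin broth; 0% = DMSO wells and 100% = ciprofloxacin 0.95 µg/ml wells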
# AddAB inh: growth inhibition of E. coli expressing H. pylori AddAB, primary screen, AddAB inhibitor project, absorbance; inhibition, % at 11.9 µM; hit rate 0.29% among 330,000; AID 435030, 2010; in the data active means inhibition above about 12%;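 further: 0% = vehicle wells of infected cells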
# The depositor's hits bear a star; . = not tested or not shown.
SMILES,SUMO Mot1 rescue,PKA-R1A activ,Tat export inh,HTR5A ag,PKA-R2B act,CDK5 inh,HTR5A inv ctr,DAGLB inhibitor,phage Ecoli inh,Ecoli viability,AddAB inh
CCC(=O)Nc1cccc(NC(=O)c2cc3ccccc3o2)c1,8,-3,-1,1,-3,-2.1,-2,-1,3.6,2.5,5.1
O=C(NC1CCCCC1)N1CCNCC1,-14,-2,5,-1,-4,-1.5,4,2,1.1,.,.
C/C(=N\N1CCN(c2ccccc2)CC1)c1ccc(O)cc1,.,-14,1,2,-4,-1.3,-9,-1,1.9,.,.
CCN(CC)c1ccc(/C=N/OCC(=O)N2CCCc3ccccc32)cc1,-6,2,10,-2,-1,-1.1,4,-6,0.4,-1.3,3.8
CC1CCC(NC(=O)c2cc3c(s2)CCCC3)CC1 (stereo unspecified),250,6,-1,3,0,0.0,14,-9,-1.6,-0.8,1.4
CCCCCCNC(=O)C(C#N)c1nc2ccccc2nc1N1CCCC1 (stereo unspecified),10,5,-2,-3,-3,-2.5,-4,0,1.5,3.0,1.9
COc1ccc2nc(-c3ccco3)c(-c3ccco3)nc2c1,-6,-9,-5,1,9,-1.5,-20,7,0.6,0.1,1.1
CC(CCc1ccccc1)NC(=O)COC(=O)c1cccc2ccccc12 (stereo unspecified),.,5,11,0,-12,0.2,1,-9,0.4,1.7,1.1
O=[N+]([O-])c1ccc(CSc2nnc(SCc3ccccc3)s2)cc1,-11,4,-2,-3,2,0.0,8,-7,3.0,1.6,3.8
COc1cc(CNc2ccc3[nH]c(=O)[nH]c3c2)ccc1OCc1ccc(C)cc1,-14,-7,-7,5,-9,-0.6,-21,6,-1.2,.,.
CC(Oc1ccc(/C=N/NC(=O)Cc2cccc3ccccc23)cc1)C(=O)O (stereo unspecified),-31,-11,1,0,-8,1.5,16,-3,-0.8,-1.6,1.0
CC(NC(=O)c1ccco1)C(=O)N(C)Cc1ccc(C(F)(F)F)cc1 (stereo unspecified),24,-10,-2,-5,2,0.7,1,-5,-0.3,1.8,1.1
Cc1ccc(-c2cc(-c3ccc(F)cc3)c(C#N)c(N)n2)o1,-16,-6,1,1,-24,0.5,-2,8,5.6,-3.0,2.6
N#Cc1cccc(C(=O)OCc2cccc(S(=O)(=O)N3CCOCC3)c2)c1,.,5,-7,3,7,0.2,-4,1,3.5,.,.
CCn1c2ccccc2c2cc(CN3CCN(S(=O)(=O)Cc4ccccc4)CC3)ccc21,-16,-10,-4,7,-9,-1.4,-15,-5,-0.2,1.2,1.6
COc1ccc(CC(=O)Nc2ccc3c(C)cc(=O)oc3c2)cc1OC,293,-7,0,-2,-9,1.5,9,-2,3.6,2.3,2.8
COc1ccccc1NS(=O)(=O)c1cccc(C(=O)N/N=C/c2ccc3c(c2)OCCO3)c1,0,6,-5,-2,2,-0.9,7,0,2.5,0.0,-0.4
O=C(CN1C(=O)S/C(=C\C=C\c2ccccc2)C1=O)N1CCCCC1,196,-5,-4,-1,-7,-0.7,4,1,.,-0.3,1.8
CC(C)=C[C@@H]1C[C@H](C)[C@H]2CC[C@H](C)c3c(O)c(O)c(C)c1c32,20,-1,-3,5,-3,0.2,-27,-3,3.8,-0.7,2.1
COC(=O)c1cc(NS(=O)(=O)c2ccc(N3CCOCC3)c(N)c2)cc(C(=O)OC)c1,11,-8,-4,15*,1,-0.5,-52,0,2.5,-1.1,-1.9
COc1nc(C)cc(C)c1S(=O)(=O)c1ccccc1,-6,6,-2,1,-9,1.1,-5,-3,-0.1,-1.5,-1.6
CC(C)OCCCNc1ncnc2c1[nH]c1ccccc12,-11,-1,-6,1,0,-0.9,-5,1,3.3,-1.2,0.6
COc1ccc(N2CCN(C(=O)CNC(=O)c3ccco3)CC2)cc1,-6,-1,5,1,-4,-0.3,1,1,-0.4,-2.5,1.6
O=C(c1cccc(Oc2ccc([N+](=O)[O-])cc2Cl)c1)N1CCCCC1,25,-1,-5,-3,-9,-0.6,21,-3,4.9,-0.9,0.0
CCCn1c2c(c(O)c(C(=O)NCCCN(CC)CC)c1=O)CCCC2,-15,-1,0,3,-7,-2.1,-9,0,3.6,-1.2,-1.6
O=C(OCc1cccc([N+](=O)[O-])c1)c1ccncc1,17,-6,-11,-5,-6,0.9,12,2,5.0,-0.3,-2.1
CN(C)S(=O)(=O)c1cc(NC(=O)CN2C(=O)NC3(CCCc4ccccc43)C2=O)ccc1Cl (stereo unspecified),297,-6,4,7,-9,0.1,-18,2,1.6,0.3,5.6
O=C(Nc1ccccn1)C(NS(=O)(=O)c1cccc2nsnc12)c1ccccc1 (stereo unspecified),-1,-2,7,-3,-4,0.8,16,2,1.2,1.9,1.6
O=C(COc1ccc(Cl)cc1)Nc1ccc(N2CCN(C(=O)c3ccco3)CC2)cc1,35,2,-4,6,-2,1.1,-18,-4,2.6,0.9,3.0
CC(C)NC(=O)C1CCN(C2CCN(Cc3nc4ccccc4s3)CC2)CC1,-3,-3,-1,1,0,-0.4,-11,3,-0.7,1.7,3.4
CCCOc1ccccc1-c1nc(SCCC(=O)O)n[nH]1,99,-1,4,-2,2,-1.1,-3,-1,2.1,-1.0,3.6
Nc1nc(NCCOCCO)nc(Nc2cccc(F)c2)c1[N+](=O)[O-],-3,2,10,-3,9,-0.4,10,-1,2.6,.,.
N=C1SC(CC(=O)Nc2ccc([N+](=O)[O-])cc2)C(=O)N1c1ccccc1 (stereo unspecified),-14,.,-8,.,.,-2.6,.,.,-0.2,-1.5,4.1
Cc1ccc(C(=O)N/C(=C/c2cccnc2)C(=O)NCc2ccco2)cc1,12,0,3,7,2,1.0,-19,0,-0.2,-0.9,-0.1
O=C(c1ccc2c(=O)n(Cc3ccccc3Cl)c(=S)[nH]c2c1)N1CCCC1,-19,-2,-2,1,-6,-0.3,-1,3,-0.3,-1.8,0.4
Oc1ccccc1-c1nc2c3ccccc3c3ccccc3c2[nH]1,19,6,-1,2,4,-0.5,-7,2,1.4,-3.3,-0.6
COc1ccc(CNC(=O)COC(=O)c2ccc3c(c2)OCCO3)cc1,-6,9,1,-10,0,0.1,-11,-3,0.8,0.3,3.5
O=C(O)CCCCCN1C(=O)C(O)=C(C(=O)/C=C/c2ccccc2)C1c1ccc2c(c1)OCO2 (stereo unspecified),81,.,-5,.,.,-0.3,.,.,3.5,-1.9,-2.8
CC(NC(=O)COC(=O)c1ccc2c(=O)n3c(nc2c1)CCCCC3)c1ccccc1 (stereo unspecified),8,3,-7,-4,-1,-0.6,9,0,3.0,-0.2,2.0
CCOc1ccc(NS(=O)(=O)c2cc3c4c(c2)C(C)C(=O)N4CCC3)cc1 (stereo unspecified),150,-5,-7,2,-4,0.5,-7,-2,3.8,-1.2,2.6
Cc1ccc(OCCC(=O)OCC(=O)N2c3ccccc3NC(=O)C2(C)C)cc1,-16,-6,2,-3,2,-0.1,8,4,-1.3,1.4,1.9
CCCCCCCN1CCC(=O)N([C@H](CO)Cc2ccccc2)CC1,-12,-15,8,14,1,1.9,-39,2,3.2,1.6,5.0
COc1ccc(CCNC(=O)c2csc3c2CCCC3)cc1OC,288,-3,-3,-2,0,2.0,2,-1,-0.8,0.7,1.2
CCN1CCN(CCOc2cccc(Cl)c2Cl)CC1,3,-17,2,4,-8,1.3,19,-1,0.8,1.7,-0.9
O=C1Nc2ccc(S(=O)(=O)N3CCCCCC3)c3cccc1c23,107,-7,1,2,-2,2.2,-7,-3,3.8,0.9,3.4
COc1ccccc1NC(=O)/C(=C/c1cccc([N+](=O)[O-])c1)c1ccccc1,7,-16,-1,4,-30,.,-6,-11,1.2,-1.8,0.3
O=C(NCc1ccc(Cl)cc1)c1ccc2nc[nH]c2c1,.,-1,4,-6,-10,0.0,17,-1,4.7,.,.
COc1ccc(CNc2nc3c(c(=O)n(Cc4ccc(Br)cc4)c(=O)n3C)n2C)cc1,-9,2,1,-1,0,-0.7,3,0,0.3,-0.6,2.6
COC(=O)c1c(NC(=O)C2CC=CCC2C(=O)O)sc2c1CCCCC2 (stereo unspecified),2,3,0,-4,-4,1.9,12,3,0.2,0.7,-0.3
Cc1ccccc1N1C(=O)CC(N2CCC(C(N)=O)CC2)C1=O (stereo unspecified),-11,-12,-6,-4,-16,0.9,9,2,1.9,-1.5,-0.4
CCn1nc(C)c(CNC(=O)c2cc(COc3ccc(C)nc3)on2)c1C,9,11,4,1,14,-1.3,-4,2,-0.3,1.6,0.0
COc1ccc(S(=O)(=O)NCCc2nnc3ccc(SCc4cccnc4)nn23)cc1,.,-6,3,-6,-10,0.7,16,0,1.4,-0.2,0.3
CCOC(=O)CN[C@H]1CCC2C3CC=C4C[C@@H](O)CC[C@]4(C)C3CC[C@@]21C (stereo partly specified),-4,6,-2,0,0,1.3,0,-6,4.1,1.0,-1.6
CSc1nc2cc(Oc3cccc(Cl)c3Cl)c(Cl)cc2[nH]1,9,-19,-19,2,-15,0.3,4,-1,3.2,4.8,1.1
COC(=O)/C=C1\SC(=Nc2ccc(OC)cc2)NC1=O,-10,-4,-8,4,-3,-0.8,20,-5,3.6,1.9,4.0
O=C(CCc1nnc(CCCCc2ccccc2)o1)N1CCC(N2CCCC2)CC1,0,0,1,-4,-7,-0.1,-1,-1,0.6,-2.3,0.8
O=C(OCN1C(=O)c2ccccc2C1=O)c1ccc(Cl)nc1,-16,-8,-2,5,5,0.7,-4,-3,1.1,4.8,2.0
COc1ccc(-c2cc(C3CCN(Cc4ccc([N+](=O)[O-])cc4)CC3)[nH]n2)cc1,36,.,1,.,.,1.0,.,.,4.8,0.8,3.1
O=[N+]([O-])c1ccc(Sc2ccc(Cl)c(Cl)c2)nc1,3,-7,2,1,0,-1.7,7,-5,0.3,0.7,-1.8
O=C(CCCO)c1ccc2c(c1)OCCO2,0,6,-5,-1,11,2.6,3,4,1.2,-3.2,-0.4
CCN1CCN(c2nc3c(c(=O)[nH]c(=O)n3C)n2CCCSc2ncccn2)CC1,-4,2,-1,-8,-4,1.5,22,-7,-0.1,-0.3,-2.2
O=C(O)c1cccc(NCc2cccnc2)c1,129,-5,-11,4,3,0.2,11,-2,2.7,-0.1,0.5
